HT1080 cytotoxicity: cytotoxicity in HT1080 fibrosarcoma cells, cell-based, fluorescence readout (AID 620); HT1080 viability, fluorescence; higher % means a stronger effect; cytotoxicity, % at 10 µM, or EC50 in µM where a hit was titrated; 87,000 compounds, 0.42% hits;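 also: cells exposed to compound overnight then 4 h with Alamar Blue; 0% = vehicle DMSO and 100% = killing control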
Spn PMK inh: blocks S. pneumoniae phosphomevalonate kinase | purified PMK, PK/LDH-coupled NADH absorbance 340 nm | AID 539 | 65,000 compounds, 0.49% hits | inhibition, % at 10 µM;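 active = top-ranked compounds by inhibition in the single 10 µM screen, taking a fixed number of the strongest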;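 also: 0% = full reaction with DMSO carrier and 100% = background rate without enzyme reaction; no value below 0 was filed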
DPM-DC inhibit: blocks S. pneumoniae diphosphomevalonate decarboxylase | 65,000 compounds, 0.49% hits | purified DPM-DC, PK/LDH coupled NADH fluorescence | calls only at 10 µM;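 active = the 320 compounds with the highest percent inhibition in the single-dose primary screen, excluding strongly autofluorescent ones, cut at about 32% in these data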;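 also: kinetic rate of NADH fluorescence loss reporting ADP formed by the decarboxylase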
Bfl-1 displacement: displacement of Bid BH3 peptide from Bfl-1 – biochemical, fluorescence polarization, FITC-Bid, mouse, primary screen (AID 432). one-dose displacement, % at 20 µM; IC50 in µM for titrated hits. 64,000 compounds, 0.02% hits. FITC-Bid BH3 peptide fluorescence polarization displacement; higher % means a stronger effect; in the data active = a potency from the dose series; inactive = the rest, 99 in 100 with displacement below about 15%; also: strong numbers were not always called active
Spn MK inh: S. pneumoniae mevalonate kinase inhibition; purified MK, PK/LDH-coupled NADH absorbance 340 nm; AID 555; 65,000 compounds, 0.48% hits; inhibition, % at 10 µM;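 active = ranked among the strongest by inhibition in the single 10 µM screen, a fixed top-ranked set picked for dose follow-up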; also: no value below 0 was filed
LYP inhibition: LYP phosphatase inhibitors, primary screen, biochemical, DiFMUP fluorescence, recombinant catalytic domain, 10 µM (AID 606); recombinant LYP catalytic domain, DiFMUP fluorescence; higher % means a stronger effect; inhibition, % at 10 µM, or IC50 in µM where a hit was titrated; 52,000 tested, under 10 active;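 active = IC50 under 40 µM in the dose-response test; inactive = IC50 of 40 µM or more, or never dose-tested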
KRASV12 cytotoxicity: viability loss of HPDE-C7K cells – cell-based, fluorescence, HTS, primary screen (AID 431) | 63,000 compounds, 1.7% hits | cytotoxicity, % at 10 µM; hits with a dose series show EC50 in µM | HPDE-C7K KRASV12 cells, Alamar Blue viability, 48 h; higher % means a stronger effect;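 active = compounds whose percent cytotoxicity in the single-dose primary screen, scaled between solvent and toxic-drug controls, exceeds 50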;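 also: 0% = DMSO solvent wells and 100% = doxorubicin-treated wells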
Alkaline phosphatase: inhibition of tissue-nonspecific alkaline phosphatase – biochemical, luminescent (AID 518). purified TNAP enzyme, luminescent substrate readout; higher % means a stronger effect. inhibition, % at 20 µM; hits with a dose series show IC50 in µM. 64,000 compounds, 0.09% hits; in the data active = a potency from the dose series; inactive = the rest, 99 in 100 with inhibition below about 22%;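 also: plate controls were vehicle for no effect and reference inhibitor for full effect; many of its hits are not listed in these tables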
HPDE-C7 viability: HPDE-C7 pancreatic duct cell viability loss – fluorescence, HTS (AID 430); HPDE-C7 pancreatic duct cells viability, fluorescence; higher % means a stronger effect; cytotoxicity, % at 10 µM, or EC50 in µM where a hit was titrated; 63,000 compounds, 1.8% hits;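 also: cells exposed to compound for 48 hours before viability readout; 0% = vehicle and 100% = reference cytotoxic drug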
Spn PMK inh pilot replicates: further read-out of Spn PMK inh, marked with its call; inhibition, %; measured here: pilot screen replicates
Spn MK inh pilot replicates: also measured in Spn MK inh; calls as there; inhibition, %; measured here: pilot screen replicates
DPM-DC inhibit pilot screen %: also measured in DPM-DC inhibit; calls as there; inhibition, %; measured here: pilot screen trials
The depositor's hits bear a star; i = inactive; · = not tested or not shown. Rule as the data show it, unless noted: active = cytotoxicity above about 50%; inactive = the rest. The order is random; about 3.3% have a hit in one of these screens.

SMILES	HT1080 cytotoxicity	Spn PMK inh	DPM-DC inhibit	Bfl-1 displacement	Spn MK inh	LYP inhibition	KRASV12 cytotoxicity	Alkaline phosphatase	HPDE-C7 viability	others
COc1ccc(C(=O)Nc2ccc(S(=O)(=O)N3CCCCC3)cc2)cc1OC	0.4%	0.0	i	5.6%	0.0	-13.9%	-6.5%	9.6%	-2.2%
C=CCNC(=O)CN1CCC(O)(c2ccc(F)cc2)CC1	-24.4%	2.0	i	-0.9%	4.0	-4.8%	-21.9%	6.7%	-14.4%
CC(O)/C=C/c1cccc[n+]1C (stereo not drawn)	5.6%	15.0	i	0.2%	7.0	16.4%	·	9.3%	·
COc1ccc(-c2cn3ccccc3n2)cc1OC	14.9%	4.0	·	5.5%	16.0	-5.5%	8.2%	14.3%	5.7%
COc1cc2nc(CN(C)CC(=O)Nc3ccc(N4CCOCC4)cc3)[nH]c(=O)c2cc1OC	10.9%	9.0	i	-4.9%	0.0	5.7%	-2.0%	-13.0%	-0.4%
COc1cc(SC)ccc1C(=O)NCCCOC(C)C	5.9%	6.0	i	-2.8%	3.0	3.2%	-4.4%	2.6%	4.1%
N#CC(C(=O)CCN1C(=O)C2CC=CCC2C1=O)c1nc2ccccc2[nH]1 (stereo not drawn)	3.8%	19.0	i	1.8%	1.0	10.2%	-12.9%	7.5%	-21.8%	Spn PMK inh pilot replicates=6.0;Spn MK inh pilot replicates=0.0;DPM-DC inhibit pilot screen %=0.0
COc1ccccc1NC(=O)c1cc(S(=O)(=O)N2CCC3(CC2)OCCO3)ccc1F	0.3%	7.0	i	-1.3%	15.0	16.4%	16.1%	3.7%	4.8%
O=S1(=O)N=C2CCCCCN2C(c2ccncc2)N1 (stereo not drawn)	21.6%	8.0	i	-3.8%	5.0	8.7%	-2.4%	3.1%	0.6%
O=C(Nc1ccc2nn(-c3ccccc3)nc2c1)c1cccs1	7.1%	9.0	i	-5.7%	0.0	-2.8%	40.0%	15.4%	21.4%
CNC(=O)CC(C(=O)O)c1ccc(OC(C)C)cc1 (stereo not drawn)	9.6%	4.0	i	-5.3%	0.0	31.5%	-2.8%	16.6%	-12.1%	Spn PMK inh pilot replicates=1.5;Spn MK inh pilot replicates=0.0;DPM-DC inhibit pilot screen %=0.5
COC(=O)CS(=O)(=O)c1ccc2c(c1)CC(=O)N2	-2.8%	19.0	i	-8.1%	4.0	-7.6%	-0.6%	4.2%	-7.8%
O=C(Nc1ccn(Cc2ccc(Cl)cc2)n1)c1ccc2c(c1)OCO2	-3.0%	7.0	i	-1.9%	13.0	9.1%	23.3%	9.6%	-16.9%
CC1CCc2c(sc(N)c2C(N)=O)C1 (stereo not drawn)	-3.0%	0.0	i	0.0%	0.0	10.1%	0.7%	7.5%	-25.0%	Spn PMK inh pilot replicates=0.0;Spn MK inh pilot replicates=1.0;DPM-DC inhibit pilot screen %=3.0
CCOC(=O)/C=c1\s/c(=C\c2ccccc2OC)c(=O)n1CC(=O)N1CCOCC1	0.3%	19.0	i	-1.1%	4.0	·	0.1%	13.6%	3.5%

The closing 2 records of the section above lead into the next.
SMILES	HT1080 cytotoxicity	Spn PMK inh	DPM-DC inhibit	Bfl-1 displacement	Spn MK inh	LYP inhibition	KRASV12 cytotoxicity	Alkaline phosphatase	HPDE-C7 viability	others
CC1CCc2c(sc(N)c2C(N)=O)C1 (stereo not drawn)	-3.0%	0.0	i	0.0%	0.0	10.1%	0.7%	7.5%	-25.0%	Spn PMK inh pilot replicates=0.0;Spn MK inh pilot replicates=1.0;DPM-DC inhibit pilot screen %=3.0
CCOC(=O)/C=c1\s/c(=C\c2ccccc2OC)c(=O)n1CC(=O)N1CCOCC1	0.3%	19.0	i	-1.1%	4.0	·	0.1%	13.6%	3.5%
Cc1cccc(-n2c(CCN3C(=O)c4ccccc4C3=O)nc3ccccc3c2=O)n1	·	0.0	i	2.8%	0.0	1.4%	-20.6%	3.5%	-10.1%
CCC(=O)Nc1cccc(NC(=O)c2ccc3c(c2)OCO3)c1	9.7%	12.0	i	-1.9%	2.0	3.7%	-17.0%	1.9%	-10.0%
CCCCOc1ccc(Cl)cc1CSc1nnc(CC)n1N	1.4%	6.0	i	-2.8%	10.0	0.3%	·	9.2%	·
CCN1CCN(c2nc(SC)nc3sc4c(c23)CC(C)(C)OC4)CC1	11.0%	2.0	i	0.3%	4.0	-1.3%	4.0%	3.0%	6.0%
Cc1cc(C)n(-c2ccc(C(=O)NC3=NCCS3)cc2)n1	3.2%	10.0	i	1.3%	0.0	17.4%	-11.3%	8.0%	-4.7%
O=C(NCCN1C(=O)C2C3C=CC(C3)C2C1=O)Nc1ccccn1 (stereo not drawn)	-4.7%	2.0	i	-8.2%	11.0	-3.5%	8.9%	8.6%	8.8%	Spn PMK inh pilot replicates=1.5;Spn MK inh pilot replicates=1.0;DPM-DC inhibit pilot screen %=0.0
CCOC(=O)c1[nH]nc2c1C(=O)N(CC)C2=O	5.0%	8.0	i	-3.1%	·	8.3%	-15.3%	6.7%	-21.8%
N#Cc1c(NC(=O)CSCC(=O)O)sc2c1CCCC2	20.8%	8.0	i	-6.2%	8.0	-0.7%	-6.3%	12.2%	-0.7%

For convenience, part of the list above:
SMILES	HT1080 cytotoxicity	Spn PMK inh	DPM-DC inhibit	Bfl-1 displacement	Spn MK inh	LYP inhibition	KRASV12 cytotoxicity	Alkaline phosphatase	HPDE-C7 viability	others
COC(=O)CS(=O)(=O)c1ccc2c(c1)CC(=O)N2	-2.8%	19.0	i	-8.1%	4.0	-7.6%	-0.6%	4.2%	-7.8%
O=C(Nc1ccn(Cc2ccc(Cl)cc2)n1)c1ccc2c(c1)OCO2	-3.0%	7.0	i	-1.9%	13.0	9.1%	23.3%	9.6%	-16.9%
CC1CCc2c(sc(N)c2C(N)=O)C1 (stereo not drawn)	-3.0%	0.0	i	0.0%	0.0	10.1%	0.7%	7.5%	-25.0%	Spn PMK inh pilot replicates=0.0;Spn MK inh pilot replicates=1.0;DPM-DC inhibit pilot screen %=3.0
CCOC(=O)/C=c1\s/c(=C\c2ccccc2OC)c(=O)n1CC(=O)N1CCOCC1	0.3%	19.0	i	-1.1%	4.0	·	0.1%	13.6%	3.5%
Cc1cccc(-n2c(CCN3C(=O)c4ccccc4C3=O)nc3ccccc3c2=O)n1	·	0.0	i	2.8%	0.0	1.4%	-20.6%	3.5%	-10.1%
CCC(=O)Nc1cccc(NC(=O)c2ccc3c(c2)OCO3)c1	9.7%	12.0	i	-1.9%	2.0	3.7%	-17.0%	1.9%	-10.0%
CCCCOc1ccc(Cl)cc1CSc1nnc(CC)n1N	1.4%	6.0	i	-2.8%	10.0	0.3%	·	9.2%	·
CCN1CCN(c2nc(SC)nc3sc4c(c23)CC(C)(C)OC4)CC1	11.0%	2.0	i	0.3%	4.0	-1.3%	4.0%	3.0%	6.0%
Cc1cc(C)n(-c2ccc(C(=O)NC3=NCCS3)cc2)n1	3.2%	10.0	i	1.3%	0.0	17.4%	-11.3%	8.0%	-4.7%
O=C(NCCN1C(=O)C2C3C=CC(C3)C2C1=O)Nc1ccccn1 (stereo not drawn)	-4.7%	2.0	i	-8.2%	11.0	-3.5%	8.9%	8.6%	8.8%	Spn PMK inh pilot replicates=1.5;Spn MK inh pilot replicates=1.0;DPM-DC inhibit pilot screen %=0.0
CCOC(=O)c1[nH]nc2c1C(=O)N(CC)C2=O	5.0%	8.0	i	-3.1%	·	8.3%	-15.3%	6.7%	-21.8%
N#Cc1c(NC(=O)CSCC(=O)O)sc2c1CCCC2	20.8%	8.0	i	-6.2%	8.0	-0.7%	-6.3%	12.2%	-0.7%

Source: PubChem BioAssay
